Bioassay records deposited in PubChem by National Center for Advancing Translational Sciences (NCATS).
Tb PGK inh = inhibitors of T. brucei phosphoglycerate kinase | P07378 | PGK/GAPDH coupled, Kinase-Glo luminescence, 60 min | Potency, µM (highest dose often 57.5 µM), without a hit: at the highest dose activity change, negative = inhibition, usual class: inhibitors | 0.043% of 380,000 active; note: potency is the fitted concentration of half-maximal effect; % is set by controls: 0 for no effect and ±100 for the full control effect; nearly all actives have a fitted effect of over 60% in size
Target sequence (P07378 whole entry, looked up): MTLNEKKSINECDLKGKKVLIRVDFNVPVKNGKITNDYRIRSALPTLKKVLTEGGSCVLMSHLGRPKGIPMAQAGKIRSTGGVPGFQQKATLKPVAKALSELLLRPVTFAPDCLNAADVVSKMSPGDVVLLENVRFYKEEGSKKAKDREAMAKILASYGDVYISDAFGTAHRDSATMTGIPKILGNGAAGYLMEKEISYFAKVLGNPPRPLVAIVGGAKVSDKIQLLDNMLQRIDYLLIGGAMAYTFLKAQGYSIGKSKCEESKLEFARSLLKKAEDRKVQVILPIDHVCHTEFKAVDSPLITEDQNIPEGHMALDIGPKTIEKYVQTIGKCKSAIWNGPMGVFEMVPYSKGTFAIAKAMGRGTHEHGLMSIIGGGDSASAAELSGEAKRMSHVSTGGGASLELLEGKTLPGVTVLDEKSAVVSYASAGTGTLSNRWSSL
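Recombinant glycosomal PGK reaction used 1,3-bisphosphoglycerate generated in-well by GAPDH (100nM final) in 100mM TEA pH 7.6, 5mM MgCl2, 0.01% Tween-20. After 60 minutes at room temperature, ATP was read by Kinase-Glo Plus luminescence end-point.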
TrxR1 substrate = substrates of rat thioredoxin reductase 1. Potency, µM (highest dose often 114 µM), inactives show at the top dose activity change, negative = substrate turnover. AID 588456. O89049. 0.01% of 390,000 active. purified TrxR1 substrate turnover, NADPH consumption readout; note: potency is the fitted concentration of half-maximal effect; % is set by controls: 0 for no effect and ±100 for the full control effect; nearly all actives have a fitted effect of over 50% in size
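Rat TrxR1, dispensed at 90 nM, was prereduced with 400 uM NADPH (final) for 5 min at ~22 deg C, then incubated with compound 15 min before 400 uM selenite. A first-read NADPH fluorescence drop versus no-compound background flagged substrates.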
GLS inh = blocks human kidney-isoform glutaminase activity; Potency, µM (series often up to 45.5 µM), without a hit: at the top dose activity change, negative = inhibition, most hits filed as inhibitors; GLS enzymatic activity, qHTS titration; 0.21% of 410,000 active; note: potency is the fitted concentration of half-maximal effect; % is set by controls: 0 for no effect and ±100 for the full control effect
Target sequence (O94925 whole entry, looked up, canonical isoform): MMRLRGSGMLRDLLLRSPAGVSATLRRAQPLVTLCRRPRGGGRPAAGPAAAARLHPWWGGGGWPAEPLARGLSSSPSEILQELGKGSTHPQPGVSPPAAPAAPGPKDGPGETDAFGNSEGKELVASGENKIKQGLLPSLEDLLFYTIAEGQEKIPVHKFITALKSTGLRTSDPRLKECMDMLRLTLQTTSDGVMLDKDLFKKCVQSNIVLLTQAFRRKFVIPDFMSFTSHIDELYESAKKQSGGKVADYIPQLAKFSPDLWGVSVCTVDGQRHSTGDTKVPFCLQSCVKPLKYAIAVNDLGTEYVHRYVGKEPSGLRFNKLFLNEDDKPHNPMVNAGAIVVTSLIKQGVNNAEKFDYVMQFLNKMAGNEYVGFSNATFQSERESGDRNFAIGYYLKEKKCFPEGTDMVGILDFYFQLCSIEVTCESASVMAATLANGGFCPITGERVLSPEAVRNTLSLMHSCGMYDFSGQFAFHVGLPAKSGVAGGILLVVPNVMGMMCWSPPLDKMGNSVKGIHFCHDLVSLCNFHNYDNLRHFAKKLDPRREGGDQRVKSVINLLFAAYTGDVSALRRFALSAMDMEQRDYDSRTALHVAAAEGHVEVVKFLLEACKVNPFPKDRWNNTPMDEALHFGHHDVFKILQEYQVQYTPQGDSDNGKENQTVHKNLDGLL
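hKGA; 45 mM KH2PO4 pH 8.2 + 0.02% Tween-20; cpd via pin tool; 1 mM Gln soln; GluOx/HRP/Amplex Red; RT 30 min; fluor. t0 & final.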
rTrxR1 inhibitor = rat TrxR1 inhibition. 1% of 390,000 active. Potency, µM (titrated, usually from 114 µM), without a hit: top-dose activity change, negative = inhibition, most hits filed as inhibitors. O89049. AID 588453. recombinant rTrxR1, NADPH fluorescence consumption, selenite substrate; note: potency is the fitted concentration of half-maximal effect; % is set by controls: 0 for no effect and ±100 for the full control effect; nearly all actives have a fitted effect of over 65% in size
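Rat TrxR1 (90 nM in the dispensed reagent) was pre-reduced with 400 uM NADPH for 5 min at room temperature, then incubated with compound for 15 min. After 400 uM selenite was added, NADPH fluorescence (Ex 340/Em 450 nm) was followed for 8 min.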
PI4K2A block = PI4K2A (human) kinase inhibition; Q9BTU6; purified PI4K2A, ADP-Glo luminescence, 1 h; hits give low values; activity change, negative = inhibition, % at 76.9 µM; 0.13% of 420,000 active; in the data active = activity change below about -50%; inconclusive = mostly about -30% to -49%;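 note: -100% = wells without enzyme as full effect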
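PI4K2A activity was measured by ADP-Glo luminescence: enzyme (4 ug/mL stock) and phosphatidylinositol (1.2 mM stock) in Tris pH 7.5/MgCl2/EGTA/Triton X-100 buffer were reacted with ATP (300 microM stock) for one hour at ambient temperature.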
IDH1 R132H inh = human IDH1 R132H inhibition; 0.093% of 390,000 active; IDH1-R132H enzyme, NADPH consumption, diaphorase/resazurin fluorescence; AID 602179; Potency, µM (series often up to 76.6 µM), inactives show at the highest dose activity change, negative = inhibition, usual class: inhibitors; note: potency is the fitted concentration of half-maximal effect; % is set by controls: 0 for no effect and ±100 for the full control effect; nearly all actives have a fitted effect of over 65% in size
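IDH1-R132H (0.5 ug/mL dispensed) in pH 7.5 Tris buffer was preincubated 30 min with compound, then given a substrate mix of 0.016 mM NADPH and 2 mM alpha-KG for 80 min at room temperature; remaining NADPH was read by diaphorase/resazurin fluorescence.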
USP1-UAF1 inh = inhibitors of human USP1/UAF1 deubiquitinase; recombinant USP1/UAF1, Ub-Rhodamine cleavage fluorescence; Potency, µM (series often up to 57.1 µM), inactives show top-dose activity change, negative = inhibition, usual class: inhibitors; 0.23% of 390,000 active; AID 743255; note: potency is the fitted concentration of half-maximal effect; % is set by controls: 0 for no effect and ±100 for the full control effect; nearly all actives have a fitted effect of over 60% in size; inactives centre near -12
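In this screen, compounds sit with the deubiquitinase complex (1nM) for 15 min at room temperature before Ub-Rho is added at 150nM final. Fluorescence rise is then followed for 6 reads every 60 seconds.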
Pin1 inh = human Pin1 inhibition; Q13526; Potency, µM (top dose mostly 115 µM), inactives show at the highest dose activity, negative = inhibition, usual class: inhibitors; AID 504891; Pin1 FP peptide displacement, HiFluor488, 10 min; 0.009% of 390,000 active; active = well fitted inhibition curve with a large enough effect in the polarisation, with a control signal flat, not every such curve was filed as active; inconclusive = small, poorly fitted or top-dose-only effect, or effect the other way, or a change in a side signal; inactive = no such curve, though single readings can be large or run the other way; the % refers to the polarisation; note: potency is the fitted concentration of half-maximal effect; % is set by controls: 0 for no effect and ±100 for the full control effect
HP1b binding inh = HP1-beta chromodomain-methylated histone interaction inhibition | AlphaScreen HP1-beta / biotin-H3K9me3 peptide binding | Potency, µM (doses to about 114 µM), for inactives: top-dose activity change, negative = inhibition, most hits filed as inhibitors | 0.56% of 390,000 active | AID 540317; note: potency is the fitted concentration of half-maximal effect; nearly all actives have a fitted effect of over 70% in size; inactives centre near 23
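Compound inhibition of the preformed complex between 50 nM HP1-beta and 50 nM biotinylated H3K9me3 peptide was read by AlphaScreen. Buffer was PBS pH 7.4 with 0.01% Tween-20. Incubations ran 30 min at room temperature, with 10 ug/mL donor/acceptor beads.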
The depositor's hits bear a star; i = inactive; u = inconclusive; & = joins results of further samples; [ ] = dose if it differs, or a comment. Unless noted, calls come from the whole dose curve; as a rule, active = well fitted curve in the direction sought with a large enough effect; inconclusive = small, poorly fitted or top-dose-only effect, or another doubt; inactive = no such curve, though single readings can be large; an effect the other way counts as inactive or inconclusive. The list is partial; the hit share may differ from the screen's.

no.	SMILES	Tb PGK inh	TrxR1 substrate	GLS inh	rTrxR1 inhibitor	PI4K2A block
1	CCCc1nc(NCCCOCC)c2nnn(Cc3ccccc3)c2n1	11%	-2%	-2%	11%	-3
2	O=[N+]([O-])c1ccc(O)c(/C=N/NC2=NS(=O)(=O)c3ccccc32)c1	0%	-21%	-20%	-17%	-2
3	COc1cccc(CNC(=O)C2CCN(C(=O)N3CC(C)Oc4ccccc43)CC2)c1 (configuration not stated)	6%	7%[57.1 µM]	-3%	9%[57.1 µM]	0
4	O=c1c(Cc2ccc(F)cc2)c(O)ccn1CCc1ccccn1	i	2%	2%	8%	-4
5	Cc1ccc(C)c(CNC(=O)C2CCN(c3nc4ccccc4nc3C(F)(F)F)CC2)c1	i	-9%[57.1 µM]	-7%	-4%[57.1 µM]	-5
6	O=C(Cn1c(=S)[nH]c2ccccc2c1=O)NCCc1ccccc1	i	-5%[57.1 µM]	-6%	25%[57.1 µM]	0
7	COC(=O)c1ccccc1NC(=O)CSc1n[nH]c(C)n1	-3%&-8%	0%&3%	2%&-3%	10%&6%	-1&-2
8	COc1ccc(/C=N/NC(=O)Cn2cc(C(F)(F)F)ccc2=O)cc1	9%	3%[57.1 µM]	7%	-3%[57.1 µM]	2
9	C/C(=N\Nc1cccc(C(=O)O)c1)c1ccc2c(c1)Nc1ccccc1S2	-9%	-1%	-7%	0%	5
10	CC(=O)Nc1ccc(S(=O)(=O)Nc2ccc(=O)n(Cc3ccc(Cl)c(Cl)c3)c2)cc1	-10%	-2%	14%	1%	-4

no.	IDH1 R132H inh	USP1-UAF1 inh	Pin1 inh	HP1b binding inh
1	-4%	-19%	1%	34%
2	17%	-25%	u	42%
3	-7%	-10%	1%	27%
4	-3%	-19%	3%	34%
5	19%	-15%	-9%	1%
6	11%	-12%	13%	39%
7	11%&1%	-10%&-10%	2%&-1%	43%&28%[activator]
8	5%	5%	-2%	23%
9	18%	-22%	u	u
10	12%	-15%	1%	25%

An excerpt of these results, with one line to a screen.
10. CC(=O)Nc1ccc(S(=O)(=O)Nc2ccc(=O)n(Cc3ccc(Cl)c(Cl)c3)c2)cc1
4. O=c1c(Cc2ccc(F)cc2)c(O)ccn1CCc1ccccn1
Screen / compound no. | 10 | 4
Tb PGK inh | -10% | i
TrxR1 substrate | -2% | 2%
GLS inh | 14% | 2%
rTrxR1 inhibitor | 1% | 8%
PI4K2A block | -4 | -4
IDH1 R132H inh | 12% | -3%
USP1-UAF1 inh | -15% | -19%
Pin1 inh | 1% | 3%
HP1b binding inh | 25% | 34%

Continued:
no.	SMILES	Tb PGK inh	TrxR1 substrate	GLS inh	rTrxR1 inhibitor	PI4K2A block
11	O=[N+]([O-])c1cccc(-c2nc(-c3ccccc3)c(-c3cccs3)[nH]2)c1	4%	-5%	2%	-1%	1
12	Cc1c(C(=O)Nc2ccc(F)cc2)sc2ncn(CC(=O)N3CCCCC3)c(=O)c12	-6%	-3%	0%	14%	6
13	C=CCSc1nc2ccccc2c(=O)[nH]1	-4%	2%	2%	10%	-2
14	CC(=O)C(Cc1ccccc1)NC(=O)COc1ccc2c(c1)OCO2 (configuration not stated)	1%	-3%	-1%	3%	-6
15	Cc1cccc(OCC(=O)NCc2nc(-c3ccccc3)no2)c1	-1%	6%	0%	28%	1
16	COc1cc(OC)cc(C(=O)Nc2ccc(CN3CCCCC3)cc2)c1	-6%	3%[57.1 µM]	0%	5%[57.1 µM]	3
17	O=[N+]([O-])c1ccc(CS(=O)Cc2ccccc2)cc1 (configuration not stated)	-1%	9%[57.1 µM]	-3%	-5%[11.4 µM]	-4
18	O=C(c1ccccc1-n1cccc1)N1N=C(C(F)F)CC1(O)C(F)F (configuration not stated)	i	-8%	1%	-4%	0
19	Cc1cc(/C(N)=N/OC(=O)c2ccc(Cl)cc2)no1	i	9%	2%	22%	-26
20	CCOc1cccc(C2C(C(=O)c3ccco3)=C(O)C(=O)N2Cc2ccncc2)c1 (configuration not stated)	4%	-4%	23%	-21%	9

no.	IDH1 R132H inh	USP1-UAF1 inh	Pin1 inh	HP1b binding inh
11	2%	-8%	2%	9%
12	0%	-19%	23%	25%
13	10%	-8%	-1%	29%
14	8%	-16%	-5%	14%
15	14%	-22%	6%	25%
16	9%	-10%	2%	22%
17	5%	-21%	-10%	25%
18	6%	-18%	-3%	-1%
19	0%	-25%	43%[activator]	42%[activator]
20	17%	-15%	-5%	19%

Going on with the list:
no.	SMILES	Tb PGK inh	TrxR1 substrate	GLS inh	rTrxR1 inhibitor	PI4K2A block
21	O=C(Nn1cnc2ccccc2c1=O)c1ccc(Br)cc1	6%	10%[57.1 µM]	-1%	9%[57.1 µM]	2
22	Cc1cccc(NC(=O)CSc2nnc(CNC(=O)c3ccc(S(=O)(=O)N(C)C)cc3)n2-c2ccccc2)c1	-8%	-15%	2%	-14%	3
23	C/C(N)=C(/C#N)C(=O)COC(=O)c1cc(-c2ccc(Br)cc2)nc2ccccc12	3%&-2%	5%&1%	-4%&2%	18%&4%	17&-4
24	Cc1cc(C)c(C)c(S(=O)(=O)N2CCC(C(=O)NNC(=O)c3ccccc3O)CC2)c1C	-3%	11%	-9%	22%	0
25	COc1ccccc1-n1cnc2cc(C(=O)NCc3ccco3)ccc21	-10%	1%[57.1 µM]	-8%	3%[57.1 µM]	-10
26	CCc1cccc(C)c1NC(=O)c1cc(C)nc2c1c(C)nn2-c1cccc(Cl)c1C	0%	12%	4%	20%	2
27	COc1ccccc1NC(=O)/C(=C\c1cccs1)NC(=O)c1ccco1	-5%	-6%	11%	8%	0
28	COc1ccccc1CCC(=O)OCC(=O)c1c(N)n(CC(C)C)c(=O)n(C)c1=O	6%	-5%	2%	-2%	3
29	CCCCNC(=S)N/N=C1\C(=O)c2cccc3cccc1c23	-7%	-3%	24%	-2%	0
30	CC1CCCCN1Cc1c(O)ccc2c(=O)c(-c3nc4ccccc4s3)c(N)oc12 (configuration not stated)	4%	16%[57.1 µM]	4%	-35%[57.1 µM]	-1

no.	IDH1 R132H inh	USP1-UAF1 inh	Pin1 inh	HP1b binding inh
21	22%	u	-1%	5%
22	4%	-9%	6%	30%
23	3%&2%	-9%&-19%	11%&43%	14%&23%
24	1%	-6%	7%	11%
25	3%	-14%	-2%	37%
26	-11%	-2%	43%[activator]	27%
27	-3%	-19%	-4%	33%
28	5%	-17%	11%	27%
29	4%	-9%	u	u
30	3%	-16%	3%	-2%

(continued)
no.	SMILES	Tb PGK inh	TrxR1 substrate	GLS inh	rTrxR1 inhibitor	PI4K2A block
31	CCc1ccccc1NC(=O)C1CCCN1S(=O)(=O)c1ccc2c(c1)n(C)c(=O)c(=O)n2C (configuration not stated)	6%	3%	0%	7%	1
32	COc1cc(CNc2ccc3[nH]c(=O)[nH]c3c2)ccc1OCc1ccc(Cl)cc1	8%	1%	11%	4%	7
33	COc1cc(CC(=O)Nc2sccc2C(N)=O)cc(OC)c1OC	-2%	2%	13%	-10%	33
34	CCCCCCC(=O)c1c(C)[nH]c(C(=O)OCC)c1C	-2%	-11%	1%	-16%	-10
35	COc1ccc(Cl)cc1NC(=O)Cn1c(=O)n(-c2ccc(C)cc2)c(=O)c2ccc(C(=O)NCc3ccccc3Cl)cc21	8%	-2%	2%	6%	-3
36	Cc1ccc(SCc2nc(-c3ccccn3)no2)cc1	-6%	2%[57.1 µM]	3%	19%[57.1 µM]	3
37	NC(=O)CC(NC(=O)Cc1ccc(Cl)cc1)c1ccc(NCC2CC2)c([N+](=O)[O-])c1 (configuration not stated)	i	-10%	-7%	-16%	2
38	C=CC[C@H](CC(=O)N(CCO)Cc1ccccc1)C(=O)NC[C@@H](OC(=O)[C@@H](CC=C)Cc1ccc(F)cc1)c1ccccc1	2%	-11%	4%	16%	4
39	O=C(NCCCN1CCOCC1)c1cc(-c2ccc3c(c2)OCO3)nc2ccccc12	-3%	-6%	-6%	-14%	-1

no.	IDH1 R132H inh	USP1-UAF1 inh	Pin1 inh	HP1b binding inh
31	0%	-24%	-5%	34%
32	4%	-24%	6%	12%
33	3%	1%	49%[activator]	9%
34	5%	-18%	0%	18%
35	19%	-18%	6%	15%
36	1%	-10%	-2%	63%[activator]
37	16%	u	40%[activator]	33%
38	3%	-11%	-2%	20%
39	4%	-26%	-5%	52%[activator]

Laid out differently: 3 of the compounds above
No. | Tb PGK inh | TrxR1 substrate | GLS inh | rTrxR1 inhibitor | PI4K2A block | IDH1 R132H inh | USP1-UAF1 inh | Pin1 inh | HP1b binding inh | canonical_smiles
18 | i | -8% | 1% | -4% | 0 | 6% | -18% | -3% | -1% | O=C(c1ccccc1-n1cccc1)N1N=C(C(F)F)CC1(O)C(F)F (configuration not stated)
19 | i | 9% | 2% | 22% | -26 | 0% | -25% | 43%[activator] | 42%[activator] | Cc1cc(/C(N)=N/OC(=O)c2ccc(Cl)cc2)no1
20 | 4% | -4% | 23% | -21% | 9 | 17% | -15% | -5% | 19% | CCOc1cccc(C2C(C(=O)c3ccco3)=C(O)C(=O)N2Cc2ccncc2)c1 (configuration not stated)
